# High-throughput results deposited in PubChem BioAssay by National Center for Advancing Translational Sciences (NCATS).
# APE1 inh – APE1 (human) endonuclease inhibition. P27695. recombinant APE1, TAMRA/BHQ-2 abasic DNA cleavage fluorescence. Potency, µM (highest dose often 65.8 µM), for inactives: at the top dose activity change, negative = inhibition, hits mostly inhibitors. 0.35% of 350,000 active. AID 2517;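 note: potency is the fitted concentration of half-maximal effect; plate controls were vehicle for no effect and reference inhibitor for full effect; nearly all actives have a fitted effect of over 55% in size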
#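 Compound pre-exposure to 0.75 nM APE1, 15 min at ambient temperature. Reaction initiated with 50 nM TAMRA/BHQ-2 THF substrate, read immediately in kinetic mode, 525 nm excitation, 598 nm emission.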
# BLM inh – inhibitors of human Bloom syndrome helicase BLM | recombinant BLM DNA unwinding, fluorescence dequenching | P54132 | 0.2% of 350,000 active | Potency, µM (top dose mostly 56.1 µM), inactives show at the highest dose activity change, negative = inhibition, usual class: inhibitors;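 note: potency is the fitted concentration of half-maximal effect; plate controls were vehicle for no effect and no enzyme for full effect; nearly all actives have a fitted effect of over 35% in size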
# Pol beta inh – inhibitors of human DNA polymerase beta | Pol beta primer extension/strand displacement, fluorescence kinetic | AID 485314 | Potency, µM (highest dose often 114 µM), without a hit: at the top dose activity change, negative = inhibition, hits mostly inhibitors | P06746 | 1.3% of 340,000 active; note: potency is the fitted concentration of half-maximal effect; % is set by controls: 0 for no effect and ±100 for the full control effect
#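 Reaction started by 50 nM substrate onto compound-treated Pol beta (10 nM, 15 min preincubation, room temperature); plates read at 0 min and 10 min. Normalized concentration-effect data fitted by four-parameter Hill equation.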
# TRHR agonist – activates the human TRH receptor; 0.18% of 360,000 active; activation, % at 2 µM; AID 493084; TRHR cells, calcium flux fluo-8, FDSS agonist mode; P34981; in the data active = activation above about 30%; note: 0% is about no effect
#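 TRHR-expressing cells, plated overnight in medium with 10% serum, were loaded with fluo-8 calcium dye at room temperature. After a 10 s baseline, library compound was pin-added and calcium release was recorded kinetically (ex 480/em 530) as agonist response.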
# ERG-DNA inh – blocks human ERG Ets domain binding to DNA | P11308 | fluorescence polarization, His-ERG Ets domain / labelled DNA | Potency, µM (titrated, usually from 76.9 µM), for the others: at the highest dose FP activity, negative = inhibition, most hits filed as inhibitors | 0.028% of 370,000 active | AID 624246; active = well fitted inhibition curve with a large enough effect in the polarisation, with a control signal flat; inconclusive = small, poorly fitted or top-dose-only effect, or effect the other way, or a change in a side signal; inactive = no such curve, though single readings can be large or run the other way; the % refers to the polarisation;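 note: polarization taken with two DNA probes labelled with fluorescein and Texas red; potency is the fitted concentration of half-maximal effect; % of control where 0% means no effect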
#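 His-tagged ERG Ets domain (1 uM in the protein solution; 300mM KCl, 50mM Tris-HCl, 1mM EDTA, 1mM DTT, pH 7.5) received compound, then a probe mix of 5 nM fluorescein-DNA and 100nM Texas-615-DNA. Fluorescence polarization was read for both dyes.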
# Pol iota inh – blocks human DNA polymerase iota activity. Pol iota fluorescent replication assay, 10 min. Potency, µM (highest dose often 115 µM), for the others: at the highest dose activity, negative = inhibition, hits mostly inhibitors. AID 588590. Q9UNA4. 1% of 390,000 active; note: potency is the fitted concentration of half-maximal effect
#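 Pol iota at 10 nM preincubated 15 min with compounds at room temperature; reaction started with fluorescent substrate, 50 nM final. Fluorescence read kinetically at 0 and 10 min; buffer-only wells as negative control.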
# ALOX12 inh – ALOX12 (human) lipoxygenase inhibition; P18054; purified 12hLO, xylenol orange hydroperoxide absorbance; Potency, µM (titrated, usually from 108 µM), for the others: at the highest dose activity change, negative = inhibition, actives largely listed as inhibitors; 1.1% of 580,000 active; AID 1671190; note: potency is the fitted concentration of half-maximal effect; % is set by controls: 0 for no effect and ±100 for the full control effect
#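 Purified human 12hLO (150 nM final) in 25 mM Hepes, 0.01% Triton X-100, pH 7.0 was preincubated 15 min at room temperature with compound. Then 40 uM arachidonic acid was added, 30 min. Hydroperoxide was read by Fe-XO absorbance ratio 573/405 nm.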
# POLK inh – inhibitors of human DNA polymerase kappa; 0.53% of 400,000 active; Q9UBT6; purified Pol kappa, fluorescent DNA synthesis assay, 10 min; Potency, µM (top dose mostly 107 µM), inactives show at the highest dose activity, negative = inhibition, actives largely listed as inhibitors; AID 588579; note: potency is the fitted concentration of half-maximal effect; % is set by controls: 0 for no effect and ±100 for the full control effect
# Target sequence (Q9UBT6 whole entry, looked up): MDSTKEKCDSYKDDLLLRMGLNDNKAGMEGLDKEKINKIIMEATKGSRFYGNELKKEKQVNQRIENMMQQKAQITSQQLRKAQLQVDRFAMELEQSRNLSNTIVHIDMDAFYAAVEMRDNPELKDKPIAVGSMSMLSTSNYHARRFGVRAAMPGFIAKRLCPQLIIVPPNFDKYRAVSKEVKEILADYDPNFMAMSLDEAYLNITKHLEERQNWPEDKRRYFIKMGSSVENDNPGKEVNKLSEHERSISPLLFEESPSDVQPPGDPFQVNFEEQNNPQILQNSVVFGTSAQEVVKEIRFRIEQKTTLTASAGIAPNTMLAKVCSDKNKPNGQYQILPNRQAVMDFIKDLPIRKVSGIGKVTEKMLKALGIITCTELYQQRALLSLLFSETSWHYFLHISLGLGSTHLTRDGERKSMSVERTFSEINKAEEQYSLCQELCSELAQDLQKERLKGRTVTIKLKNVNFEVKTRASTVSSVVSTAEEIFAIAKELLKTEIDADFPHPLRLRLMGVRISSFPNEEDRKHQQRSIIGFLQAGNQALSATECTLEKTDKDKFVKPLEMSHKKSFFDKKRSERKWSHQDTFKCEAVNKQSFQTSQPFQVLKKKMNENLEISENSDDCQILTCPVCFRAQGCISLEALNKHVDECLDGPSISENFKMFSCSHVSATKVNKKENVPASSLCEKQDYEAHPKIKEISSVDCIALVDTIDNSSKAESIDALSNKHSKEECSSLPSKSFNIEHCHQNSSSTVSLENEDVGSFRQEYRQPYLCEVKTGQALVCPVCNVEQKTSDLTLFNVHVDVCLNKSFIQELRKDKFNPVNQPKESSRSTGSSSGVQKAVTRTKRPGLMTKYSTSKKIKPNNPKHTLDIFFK
#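 Pol kappa 10 nM + cpd, 15 min RT; start w/ substrate 50 nM final; fluorescence kinetic read, 0 and 10 min. Neg ctrl: buffer, no enzyme.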
# Anesthetic bind – candidate novel general anesthetic via apoferritin binding; apoferritin/1-aminoanthracene competitive binding, fluorescence; 0.074% of 350,000 active; AID 485281; P02791; Potency, µM (titrated, usually from 77.5 µM), for the others: at the top dose activity change, negative = displacement, hits mostly inhibitors; note: potency is the fitted concentration of half-maximal effect; % is set by controls: 0 for no effect and ±100 for the full control effect; nearly all actives have a fitted effect of over 20% in size
# Target sequence (P02791 2-175 limits assumed): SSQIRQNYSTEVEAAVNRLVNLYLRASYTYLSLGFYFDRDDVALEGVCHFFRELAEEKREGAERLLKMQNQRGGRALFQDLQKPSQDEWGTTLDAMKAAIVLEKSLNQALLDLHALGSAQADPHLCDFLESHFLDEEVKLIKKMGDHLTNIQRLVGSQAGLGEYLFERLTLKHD
#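 In PBS, apoferritin at 10 uM is loaded with 1-AMA from a 50% saturated solution. After 10 min of compound exposure at ambient temperature, reduced 535 nm fluorescence indicates probe displacement.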
# An asterisk follows results filed as active; ? = inconclusive; · = no result given; & = joins results of further samples; ! = a repeat was not active; [ ] = remark or other dose. Unless noted, calls come from the whole dose curve; as a rule, active = well fitted curve in the direction sought with a large enough effect; inconclusive = small, poorly fitted or top-dose-only effect, or another doubt; inactive = no such curve, though single readings can be large; an effect the other way counts as inactive or inconclusive. These rows are one share of the data, so the mix of outcomes need not match the whole.
SMILES,APE1 inh,BLM inh,Pol beta inh,TRHR agonist,ERG-DNA inh,Pol iota inh,ALOX12 inh,POLK inh,Anesthetic bind
CCCCN(CC)CCNC(=O)c1ccc2c(Cl)c3c(nc2c1)CCC3,85%[activator],27%,7%,0.4,-1%,96%[activator],0%,-6%,-15%
CN(C)CCCN(C(=O)c1ccc2c(c1)CCCC2)c1nc2ccc(F)cc2s1,3%,-1%,2%,0.5,-4%,9%,?,-16%,-21%
CCOc1ccc(NC(=O)COC(=O)c2ccc3c(c2)C(=O)N(CCc2ccccc2)C3=O)cc1,4%,2%,2%,0.3,-12%,5%,2%,-6%,-21%
O=c1c2ccccc2nc(-c2ccco2)n1/N=C/c1ccco1,?,-1%,-22%,0.2,-8%,-14%,2%,-6%,-13%
COc1cc2c(cc1/C=C1/NC(=O)N(c3ccccc3)C1=O)OCO2,2%,1%,34%,-0.4,8%,31%[activator],-8%,-9%,-6%
COc1ccc2oc(-c3ccccc3)c(C(=O)N3CCOCC3)c2c1,18%,-9%,2%,0.9,-6%,15%,0%,1%,-8%
O=C(NCCO)C1(c2ccc(Cl)cc2)CCCC1,-1%,-3%,3%,0.3,-4%,-5%,-1%,5%,-16%
CCCCn1c(N)c(N(CCC(C)C)C(=O)C2CCN(C(=O)c3ccccc3C)CC2)c(=O)[nH]c1=O,36%[activator],·,·,-0.1,15%,6%,1%,0%,·
CSc1nc(C(=O)N2CCCC(Nc3ccc(C)c(C)c3)C2)cs1 (stereo not drawn),2%,-2%,10%,-0.3,18%,10%,0%,-1%,?
c1cc(-c2noc(CCC3CCCC3)n2)ccn1,-4%,0%,0%,0.1,-1%,0%,?,0%,-4%
CC(=O)c1ccc(S(=O)(=O)N(C)CCCC(=O)N(C)Cc2c(F)cccc2Cl)cc1,14%,-2%,-17%,-0.6,6%,44%[activator],-8%,4%,2%
CCN(CC)C(=O)C(Cc1ccccc1)N1C(=O)c2ccccc2C1=O (stereo not drawn),4%,2%,0%,0.3,3%,9%,24%,-14%,-15%
CC(C)Cn1c(N)c(C(=O)COC(=O)C2=COCCO2)c(=O)n(C)c1=O,1%,-1%,0%,1.1,-3%,17%,0%,-4%,5%
Cc1ccc(-n2nc3c(=O)n(C(C)C(=O)NCCc4cccs4)nc(C)c3c2C)cc1 (stereo not drawn),35%[activator],-3%,10%,-0.7,0%,11%,·,-21%,?
Cc1nn(C)c(C)c1S(=O)(=O)N(CC(=O)Nc1ccc2c(c1)OCO2)c1ccc(C(C)C)cc1,-2%,5%,-1%,-1.2,11%,14%,8%,0%,2%
Fc1cccc(Nc2ncnc3[nH]ncc23)c1,-8%,-1%,2%,0.8,7%,-2%,14%,8%,-4%
CC(=O)NC(CC(=O)NCc1ccncc1)c1ccccc1 (stereo not drawn),48%[activator],-1%,0%,-0.4,-9%,49%[activator],-10%,3%,-1%
O=c1ccc(C(F)(F)F)cn1Cc1cc(=O)n2ccsc2n1,-2%,-3%,?,-0.2,-17%,157%[activator],-7%,-7%,-7%
O=C(O)c1cccc(S(=O)(=O)N(Cc2ccccc2)c2ccccc2)c1,2%,5%,0%,2.2,-11%,75%[activator],?,-10%,-3%
CNc1ncnc2ccc(-c3ccccc3CN(C)C)cc12,-6%,-6%,·,·,·,·,?,-2%[60.1 µM],·
O=C(N/N=C/c1ccccn1)c1cc(C2CC2)[nH]n1,22%,-9%,3%,0.0,-4%,?,7%,2%,-6%
CC(C)(C)NC(=O)CCc1ncc(C(F)(F)F)cc1Cl,-1%,-1%,35%,-0.7,18%,2%,-15%,-9%,-6%
CC(=O)N[C@@H](CC(=O)O)C(=O)N[C@@H](CCC(=O)O)C(=O)O,3.5µM*!,-1%,·,·,·,·,?,?,-10%[29.3 µM]
COc1ccc(-c2csc(N3CCC(C(N)=O)(N4CCCCC4)CC3)n2)cc1,-1%,-6%,1%,0.9,·,-47%,-9%,-8%,-7%
CCOC(=O)C1CCN(C(=O)COc2ccc(N(C)S(=O)(=O)c3cccs3)cc2)CC1,-3%,0%,-22%,2.1,-2%,15%,5%,-12%,0%
O=C(CSc1nnc(Nc2ccccc2F)s1)Nc1cccc(S(=O)(=O)N2CCCCC2)c1,?,-7%,12%,-0.1,25%,27%,2%,-23%,-13%
CCCCOc1nc2ccccc2nc1NS(=O)(=O)c1ccc(F)cc1,26%,-3%,-27%,-0.2,1%,-10%,0%&8%,-3%[60.1 µM],-7%
CCCCC(CC)C(=O)Nc1ccc(C)c(O)c1 (stereo not drawn),17%,1%,18%,-0.1,-3%,52%[activator],0%,7%,-16%
COc1ccc(N2C3=C(C(=O)CC(C)(C)C3)C(c3cnn(C)c3)C3=C2CC(C)(C)CC3=O)cc1,-4%,-1%,-1%,-0.5,9%,27%,0%,-10%,307%[activator]
CCC(C#CCN1CCOCC1)(CC)OCCC#N,-3%,1%,40%,-0.1,9%,13%,4%,17%,-9%
Cc1csc(SCC(=O)Nc2ccc3[nH]c(=O)[nH]c3c2)n1,-7%,·,·,·,21%,110%[activator],-13%,-10%,·
COc1ccc(OC)c(CCNC(=O)CCn2ccc3cc(S(=O)(=O)N4CCCC4)ccc32)c1,4%,1%,33%[activator],-1.7,3%,6%,1%,-7%,-7%
CCCCN(C)C(=O)c1cc2cc3cc(OC)ccc3nc2o1,-1%,-3%,11%,-0.4,2%,28%,-10%,-9%,5%
COc1ccc(S(=O)(=O)N2CCc3ccccc32)cc1NC(C)=O,6%,-5%,-2%,0.7,7%,93%[activator],1%,1%,-6%
CCOc1ccccc1NC(=O)COC(=O)c1ccc2ccccc2n1,-9%,·,·,0.6,7%,-14%,?,-6%,·
O=C(c1ccccc1Br)N1CCc2c([nH]c3ccccc23)C1,9%,-6%,-10%,0.0,-3%,-21%,?,-1%,-7%

# Reprinted at random: 2 records from the list.
SMILES,APE1 inh,BLM inh,Pol beta inh,TRHR agonist,ERG-DNA inh,Pol iota inh,ALOX12 inh,POLK inh,Anesthetic bind
Cc1csc(SCC(=O)Nc2ccc3[nH]c(=O)[nH]c3c2)n1,-7%,·,·,·,21%,110%[activator],-13%,-10%,·
CCCCC(CC)C(=O)Nc1ccc(C)c(O)c1 (stereo not drawn),17%,1%,18%,-0.1,-3%,52%[activator],0%,7%,-16%

# The results go on.
SMILES,APE1 inh,BLM inh,Pol beta inh,TRHR agonist,ERG-DNA inh,Pol iota inh,ALOX12 inh,POLK inh,Anesthetic bind
CC(C)(C)OC(=O)NCCCCCNC(=O)c1nc[nH]c1C(=O)NCC(=O)OCc1ccccc1,-16%,·,·,·,-3%,10%,14%,0%,·
COc1ncc2nc(-c3ccc(F)cc3)c(=O)n(C)c2n1,1%,-3%,·,·,·,·,0%,3%[60.1 µM],·
Cc1cccc(-c2nc(=S)c3c(n2Cc2ccco2)CCCC3)c1,2%,-7%,1%,-0.2,-2%,109%[activator],-10%,4%,-10%
CC(=O)O[C@@H]1CC[C@@]2(C)[C@H](C1)[C@H](OC(C)=O)C[C@@H]1[C@@H]2C[C@H]2[C@@H]3CN4C[C@H](C)CC[C@H]4[C@H](C)[C@H]3CC[C@@]12O,-4%,2%,·,·,·,·,-17%[57.4 µM],19%[60.1 µM],-8%
CC1(C)CN=C(N2CCN(c3ncnc4sc5c(c34)CCCC5)CC2)S1,0%,0%,-19%,1.5,·,·,·,·,-8%
O=C(CSc1nc2c(c(C(F)(F)F)n1)CCc1ccccc1-2)NCc1ccccc1,1%,-15%,-23%,0.1,0%,1%,0%,-22%,-10%
Cc1sc2nc(C(C)C)oc(=O)c2c1C,0%,0%,6%,-0.9,2%,7%,-25%,-18%,-2%
O=C(NCCN1C(=O)S/C(=C\c2ccc(Cl)c(Cl)c2)C1=O)c1ccc2c(c1)C(=O)N(Cc1ccncc1)C2=O,6%,-4%,2%,0.7,-4%,?,-8%,-5%,-5%
O=C(CSCc1cccc(Br)c1)NC1CC1,15%,-2%,20%,0.2,-5%,-10%,-4%,-5%,-10%
CCOC(=O)C1CCN(C/C=C/c2ccccc2OC)CC1,19%,-1%,27%,-0.3,-2%,29%,5%,1%,-1%
CCOc1ccc(C(=O)c2cn(CC(=O)Nc3cccc(OC)c3)c3cc4c(cc3c2=O)OCCO4)cc1,·,-7%,34%,2.8,0%,34%[activator],-11%,3%,3%
CCc1nc(SCC(=O)Nc2ccc(F)cc2F)c2c(=O)n(C)c(=O)n(C)c2n1,0%,-4%,27%,0.7,12%,24%,-9%,0%,-8%
c1ccc(SCCc2ccncc2)cc1,15%,-2%,73%,0.1,-14%,5%,-11%,-3%,?
O=C1CCCN1C(=O)COc1ccccc1[N+](=O)[O-],34%,·,·,0.8,0%,-22%,18%,8%,·
Cc1cc(Nc2ccc(F)cc2)n2c(nc3ccccc32)c1C#N,·,-6%,1%,4.0,-8%,5%,-14%,26%,-12%
O=C(CCN1C(=O)C2CC=CCC2C1=O)Nc1nccs1 (stereo not drawn),14%,-1%,-1%,0.3,-15%,37%[activator],0%,-17%,-3%
COc1ccc(C)cc1NC(=O)c1cc(S(=O)(=O)N2CCc3ccccc3C2)ccc1F,·,-7%,-14%,-0.7,6%,-22%,-10%,-12%[60.1 µM],-17%
COC(=O)c1sccc1NC(=O)c1ccco1,-1%,1%,-2%,-0.8,-4%,17%,0%,-3%,-6%
CC(Oc1ccc(Cl)cc1)C(=O)/C=C/N(C)C (stereo not drawn),-3%,-4%,-8%,0.1,-9%,1%,?,?,-13%
O=C(Nc1nccs1)c1ccc(N2C(=O)[C@@H]3[C@H](C2=O)[C@H]2C=C[C@@H]3C2)cc1,4%,0%,2%,1.0,-6%,-9%,0%,-5%,-11%
Cc1cnc(NC(=O)c2c(-c3ccccc3)noc2C)s1,-4%,-3%,10%,-0.3,4%,1%,-3%,-11%,1%
